High-throughput results as filed in PubChem BioAssay.
CHOP UPR activ: activators of apoptotic arm of unfolded protein response (CHOP) | AID 449763 | activation, % at 10 µM | actives 0.34% (n = 330,000) | CHO-CHOP luciferase reporter, UPR activation, luminescence; percent of tunicamycin response over DMSO baseline;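 active = at 10 µM dose, activation of 40% or more, normalized to positive control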;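 also: 100% = tunicamycin at 10 µg/mL and 0% = DMSO alone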
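System: CHO-CHOP luciferase reporter cell line; amount: 500 cells/well; buffer or medium: F12 medium containing 10% fetal bovine serum; incubation: 6 h compound exposure at 37 °C after overnight seeding; measured by: luciferase luminescence after 10 min with Steady-Glo reagent; evaluation: % reporter activation, DMSO baseline versus tunicamycin full activation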
Mdm2 MdmX PPI: inhibitors of human Mdm2/MdmX interaction; SaOS-2 split-luciferase Mdm2/MdmX complementation, luminescence; inhibition, % at 8 µM; AID 485346; actives 3% (n = 330,000); O15151+Q00987;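 active = inhibition of at least 50% at 8 µM in the primary screen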
Target sequence (O15151 whole entry, looked up): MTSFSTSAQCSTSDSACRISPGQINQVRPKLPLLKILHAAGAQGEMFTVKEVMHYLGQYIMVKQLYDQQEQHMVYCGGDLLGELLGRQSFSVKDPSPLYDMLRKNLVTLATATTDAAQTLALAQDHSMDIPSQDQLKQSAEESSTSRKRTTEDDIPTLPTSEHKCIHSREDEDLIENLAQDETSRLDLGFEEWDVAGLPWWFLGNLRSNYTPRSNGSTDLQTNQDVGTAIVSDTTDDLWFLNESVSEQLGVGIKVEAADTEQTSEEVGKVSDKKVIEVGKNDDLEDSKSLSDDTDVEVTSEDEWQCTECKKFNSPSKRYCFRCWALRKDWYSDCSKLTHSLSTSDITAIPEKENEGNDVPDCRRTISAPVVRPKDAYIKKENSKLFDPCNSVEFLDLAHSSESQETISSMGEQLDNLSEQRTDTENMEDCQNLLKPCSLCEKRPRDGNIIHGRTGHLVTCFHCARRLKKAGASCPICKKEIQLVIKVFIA
Target sequence (Q00987 whole entry, looked up): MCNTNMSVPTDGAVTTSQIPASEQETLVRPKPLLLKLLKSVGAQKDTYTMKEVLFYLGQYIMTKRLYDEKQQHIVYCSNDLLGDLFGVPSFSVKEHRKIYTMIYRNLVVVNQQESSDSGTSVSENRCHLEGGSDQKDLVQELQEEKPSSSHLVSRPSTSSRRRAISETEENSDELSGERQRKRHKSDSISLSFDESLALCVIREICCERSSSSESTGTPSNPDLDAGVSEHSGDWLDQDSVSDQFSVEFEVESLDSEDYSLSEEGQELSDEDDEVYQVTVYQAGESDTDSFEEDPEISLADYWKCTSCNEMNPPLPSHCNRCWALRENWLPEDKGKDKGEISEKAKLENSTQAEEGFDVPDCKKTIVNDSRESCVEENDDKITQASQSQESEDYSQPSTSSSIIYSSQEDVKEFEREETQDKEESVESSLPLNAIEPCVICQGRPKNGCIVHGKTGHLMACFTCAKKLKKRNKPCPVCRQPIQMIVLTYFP
tim23-1 inh: inhibits growth of tim23-1 mutant yeast; actives 1.3% (n = 330,000); AID 463212; S. cerevisiae tim23-1 growth, BacTiter-Glo luminescence, 24 h; inhibition, % at 20 µM;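 active = growth inhibition of the mutant yeast at or above 50%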;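 also: temperature-sensitive mutant grown at 25 °C; plate controls were DMSO-treated mutant yeast for no effect and medium wells lacking yeast for full effect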
CXCR6 block: inhibitors of human CXCR6 receptor; O00574; CHO-K1 PathHunter CXCR6 beta-arrestin, luminescence; inhibition, % at 20 µM; actives 0.36% (n = 360,000); AID 602244; in the data active = inhibition above about 34%, passing the limit was not always enough;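 also: antagonist mode with CXCL16 agonist at 10 nM final; 0% = 10 nM CXCL16 with DMSO and 100% = unstimulated wells without agonist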
EBI2 block: EBI2 (human) antagonism; EBI2 beta-arrestin recruitment, luminescence, 7a,25-OHC stimulated; inhibition, % at 5 µM; actives 0.81% (n = 360,000); P32249; in the data active = inhibition above about 38%;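 also: enzyme fragment complementation signal reports receptor beta-arrestin coupling in cells; 0% = agonist plus DMSO wells and 100% = wells without agonist; some results beyond the cut were filed as inactive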
APJ agonist: APJ receptor agonism. actives 0.11% (n = 330,000). AID 2520. activation, % at 20 µM. CHO-K1 APJ PathHunter beta-arrestin, luminescence; 0% DMSO wells, 100% apelin;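 active = activation more than six SD over the plate average, tested at 20 µM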;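 also: 0% = DMSO alone and 100% = apelin-13 at 10 nM; some results filed as inactive read as strong as hits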
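Test system: CHO-K1 APJ beta-arrestin complementation cell line | Compound: Single test compound dose, 20 µM final, 1% DMSO | Incubation: Compound 90 min 25 °C, reagent 1 h | Measured by: beta-gal luminescence | Read-out basis: APJ–arrestin association signal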
APJ antag: blocks the human apelin receptor APJ. actives 0.32% (n = 330,000). CHO-K1 APJ beta-arrestin complementation, luminescence. inhibition, % at 20 µM. P35414;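 active = inhibition above about 40% at 20 µM, limit read from the data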;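 also: cells challenged with 10 nM apelin-13 agonist together with compound; plate controls were apelin-13 plus DMSO wells for no effect and DMSO wells lacking apelin-13 for full effect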
XBP1 UPR activ: activators of adaptive arm of unfolded protein response (XBP1) | CHO-XBP1 luciferase reporter, IRE1-XBP1 UPR activation, luminescence; percent of tunicamycin response, DMSO as zero | activation, % at 20 µM | actives 0.33% (n = 330,000);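 active = versus positive control, 20 µM dose yields 30% or more activation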;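 also: 100% = tunicamycin at 10 µg/mL and 0% = DMSO only wells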
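Material: CHO-XBP1 cells stably carrying IRE1-XBP1-driven luciferase reporter / Amount: 1000 cells per well / Compound: 20 µM, 1% DMSO / Times: 6 h treatment, 37 °C / Detection: luciferase luminescence / Measure: % activation of reporter signal versus tunicamycin and DMSO controls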
CCR6 antagonist: blocks CCL20-driven beta-arrestin recruitment at human CCR6; P51684; CHO-K1 CCR6 PathHunter beta-arrestin, luminescence, CCL20-stimulated; inhibition, % at 20 µM; actives 0.49% (n = 340,000);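 active = compounds whose inhibition of the agonist-driven luminescence signal at 20 µM reaches about 50%, limit read from the data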;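 also: cells stimulated with CCL20 at 14 nM final; plate controls were DMSO with CCL20 for no effect and DMSO without agonist for full effect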
The depositor's hits bear a star.

SMILES	CHOP UPR activ	Mdm2 MdmX PPI	tim23-1 inh	CXCR6 block	EBI2 block	APJ agonist	APJ antag	XBP1 UPR activ	CCR6 antagonist
CC(C)Oc1ccc(CCC(=O)N/N=C/c2ccncc2)cc1	-1.0	-25	-11	5	13	-1	4	5	18
CCN(CC(=O)Nc1c(F)cccc1F)C(=O)CNC(=O)c1cccc(C)c1	-0.8	3	0	-7	8	0	-9	-9	4
CCCNC(=O)c1oc2ccc3c(c2c1C)C(O)CC(C)(C)O3 (configuration not stated)	1.3	0	20	4	-6	-2	4	5	15
CCn1c(SCC(N)=O)nc2cc(S(=O)(=O)N3CCOCC3)ccc21	-1.5	-14	20	-10	-6	0	-2	-3	-3
O=C(Nc1ccc(Br)cc1)C1CCCN1S(=O)(=O)c1cccs1 (configuration not stated)	-1.4	17	37	-1	6	-6	-4	-2	5
COC(=O)c1ccc(OCC(O)CN(CC(C)C)CC(C)C)cc1 (configuration not stated)	-1.8	-30	7	8	3	5	-20	-3	34
Cc1cccc(NC(=S)NNC(=O)Cc2ccccc2)c1	2.7	6	17	8	-2	0	12	1	15
Cc1c(NC(=O)CSc2nccn2C)c(=O)n(-c2ccccc2)n1C	1.6	-14	-7	1	-5	-3	6	2	1
Cn1c(=O)[nH]c2c(Cl)nccc21	0.4	17	2	-2	-1	-7	10	-1	2
CN(CC(=O)NC(=O)NCc1ccco1)Cc1nc2ccccc2c(=O)[nH]1	-2.3	-14	-5	2	-3	-4	9	0	-8
CCOC(=O)C1=C(CC)Nc2ccccc2N=C1NC(=O)c1ccc(S(=O)(=O)N2CCOCC2)cc1	-0.9	10	14	3	4	3	0	3	3
Cc1ccc(C)c(OC(=O)c2cncc(Br)c2)c1	3.6	0	24	-1	-1	-1	-9	1	6
CC(=O)NCC(c1cccs1)S(=O)(=O)c1ccc(F)cc1 (configuration not stated)	-3.6	7	6	2	5	-3	5	-2	14
CCCCN(Cc1ccccc1)C(=O)C1CCCN(S(=O)(=O)c2cnc[nH]2)C1 (configuration not stated)	1.3	0	-7	6	6	-6	-3	-4	3
CCc1nnc(NS(=O)(=O)c2ccc(N=Cc3c(C)[nH]n(-c4ccc(C)cc4)c3=O)cc2)s1	0.3	8	16	8	-5	-5	3	-2	22
CCCCN(C(=O)/C=C/c1ccco1)c1c(N)n(CCC)c(=O)[nH]c1=O	16	2	-1	1	-3	-5	14	-2	5
COc1ccc(Cn2nnnc2C(C(C)C)N(Cc2ccco2)Cc2cccs2)cc1 (configuration not stated)	-0.2	-36	4	10	26	-3	1	-2	27
CC1CCCN(c2nc3ccccc3nc2C(C#N)S(=O)(=O)c2ccccc2)C1 (configuration not stated)	1.0	31	21	-4	5	5	10	0	12
COC(=O)CC(NC(=O)Nc1ccc(C)cc1)c1cccc([N+](=O)[O-])c1 (configuration not stated)	0.2	9	16	3	-3	-4	12	5	18
Cc1ccc(SCC(=O)Nc2ccc(N3CCOCC3)cc2)cc1	-2.5	-1	11	-2	6	-1	-5	-2	8
O=C(CCCOc1ccc(Cl)cc1)Nc1cccc(C(=O)O)c1	-0.1	34	2	1	-8	-1	11	-1	1
Cc1ccc(-c2nc(Cl)nc3ccccc23)cc1	-0.1	-29	23	-2	-1	-4	-8	0	25
CC(OC(=O)CC1CCCC1)C(=O)Nc1ccc(S(N)(=O)=O)cc1 (configuration not stated)	1.1	11	-2	1	-7	-1	1	-1	0
CN(CC(=O)Nc1ccc(F)c(F)c1F)C(=O)c1ccc(N2CCCC2=O)cc1	0.0	-19	-1	5	-4	-1	6	-3	10
CC1=C(C(=O)c2ccccc2)C(c2ccc(OC(F)F)cc2)NC(=S)N1 (configuration not stated)	14	32	-1	2	-10	-4	-15	2	13
The listing continues.
SMILES	CHOP UPR activ	Mdm2 MdmX PPI	tim23-1 inh	CXCR6 block	EBI2 block	APJ agonist	APJ antag	XBP1 UPR activ	CCR6 antagonist
Cc1nnc(SCc2cc([N+](=O)[O-])cc3c2OCOC3)[nH]c1=O	-1.7	19	4	5	0	-1	7	-2	14
c1cncc(Nc2nc(-c3ccncc3)cs2)c1	-1.4	23	1	-6	0	0	-14	0	-7
CCOc1cc(NC(=S)NCc2ccco2)c(OCC)cc1NC(=O)CC	-1.3	-9	13	-7	-10	0	3	1	4
CCn1nc(C)c(/C=N/NC(=S)Nc2ccc(Cl)cc2Cl)c1C	5.0	20	37	-2	8	0	-6	2	-1
CC(=O)NCCNC(=O)c1ccc(-n2c(C)ccc2C)cc1	-0.6	10	3	-1	-3	0	-6	-2	-8
Oc1ccccc1N1CCN(C(=S)NCc2ccccc2)CC1	-1.2	11	6	-9	9	3	1	-3	-11
Cc1ccccc1Cn1cc(NC(=O)c2nn(C)cc2Cl)cn1	-0.2	3	9	2	-7	2	-7	1	1
CCC1(C)Cc2c(sc3nc4n(c(=O)c23)CCS4)CO1 (configuration not stated)	0.3	4	12	-8	-7	1	-6	-1	-9
CN(C(=O)COC(=O)CNS(=O)(=O)/C=C/c1ccccc1)C1CCS(=O)(=O)C1 (configuration not stated)	0.7	3	1	-13	0	0	-10	-2	-3
COc1ccc(CNC(=O)COC(=O)c2[nH]c(C)c(C(C)=O)c2C)cc1OC	-0.9	8	-6	5	7	-4	-7	-1	0
COc1ccc(NC(=O)CSc2nc3ccccc3c(=O)n2C)cc1	0.3	36	5	0	-3	-2	-17	-5	7
CCn1ncc(C2=NOC(C(=O)NCc3ccccc3)C2)c1C (configuration not stated)	0.1	62*	16	-6	-20	-1	18	4	-5
N#C/C(=C(/O)c1ccc(Cl)c([N+](=O)[O-])c1)c1nc2ccccc2[nH]1	1.9	47	6	11	-3	-1	-13	6	26
CN(C)c1oc(-c2ccccc2[N+](=O)[O-])nc1C#N	-0.7	14	-5	-10	8	2	-9	1	3
CCCCc1cc(=O)oc2cc(C)cc(O)c12	1.9	23	3	-4	6	-2	-10	10	8
Cc1cc(=O)[nH]c(N/N=C/c2cccc(Br)c2)n1	2.6	-7	6	3	4	-1	2	-2	-13
O=C(CCCOc1ccc(Cl)cc1Cl)NCc1ccccn1	0.8	-7	1	-4	2	-2	0	1	8
CCC(=O)C1CCCN(C(=O)c2cccc(OC3CCN(S(C)(=O)=O)CC3)c2)C1 (configuration not stated)	1.1	-3	14	1	-10	1	3	-5	3
CCOc1cc(CNCCO)cc(Br)c1OCc1ccc(Cl)cc1Cl	6.8	100*	28	-4	-19	-3	-1	20	48
O=C(Cc1ccccc1)Nc1ccc(NC(=O)c2cccs2)cc1	2.1	13	-10	-5	-8	1	8	-1	-6
CC(C)c1cccc(C(C)C)c1NC(=O)CCl	0.7	26	15	-5	4	-4	6	9	5
O=C(NC1CCCCCC1)C(=O)NC1CCCC1	7.1	-71	7	4	-8	2	14	2	-3
O=C(Nc1cccnc1)c1ccc([N+](=O)[O-])cc1Cl	-1.7	9	11	-16	-5	1	0	0	-18
Cc1ccc(-n2nnnc2SCC(=O)N2CCc3ccccc3C2)cc1	-1.5	21	54*	-4	3	-4	-27	-1	18
O=C(NC(=S)Nc1cccc2cnccc12)c1ccccc1	2.0	61*	-9	20	1	-3	20	-4	43
(continued)
SMILES	CHOP UPR activ	Mdm2 MdmX PPI	tim23-1 inh	CXCR6 block	EBI2 block	APJ agonist	APJ antag	XBP1 UPR activ	CCR6 antagonist
CCOC(=O)c1sc(NC(=O)c2ccc3nc[nH]c3c2)nc1C	6.6	16	0	-8	4	2	5	1	2
Fc1ccccc1CSc1nnc(Cn2cnc3ccccc32)n1-c1ccccc1	1.1	21	17	4	-3	-1	-7	0	11
CCOc1ccc2nc(N3CCC(C(=O)N4CCN(C5CCCCC5)CC4)CC3)sc2c1	5.7	13	16	-9	0	1	-2	1	27
Cc1cc(C)c2c(N)c(C(=O)Nc3ccccc3F)sc2n1	4.0	-55	26	0	17	-1	-10	0	16
COc1ccccc1CC(=O)Nc1cccc(C)n1	-1.0	-4	1	-1	4	-2	11	-1	7
CCC(NC(=O)NC1=NCCS1)(C(F)(F)F)C(F)(F)F	0.0	14	10	4	2	3	0	-1	5
CCN(CC)CCn1c2c(c(SCC(=O)Nc3cc(C)cc(C)c3)nc1=O)CCC2	-2.4	17	-7	7	1	-6	-38	-1	12
Cc1ccccc1NC(=O)Cc1nc(COC(=O)CNS(=O)(=O)c2cccc(Br)c2)cs1	-1.0	10	13	4	-10	-2	-32	-3	2
COc1ccccc1NC(=O)N1CCCC(c2nc3c(nnn3Cc3ccc(C)cc3)c(=O)[nH]2)C1 (configuration not stated)	2.4	8	7	-6	-2	-5	-11	0	-7
CC(=O)CCc1oc2ccc(C)cc2c1Cc1ccccc1	-0.9	18	22	-8	16	-4	3	1	21
Cc1cc(C(=O)NC2CCCC(C)C2C)c2ccccc2n1 (configuration not stated)	2.5	10	16	-9	9	-6	13	-3	11
CCN(CC)c1nc(C)c(C(=S)Nc2cc([N+](=O)[O-])ccc2Cl)s1	1.1	9	13	42*	16	-11	40*	2	57*
COC(=O)[C@@]1(C)CC[C@]2(C)CC[C@@]3(C)C(=CC(=O)C4[C@@]5(C)CC[C@H](O)C(C)(C)[C@@H]5CC[C@]43C)[C@H]2C1 (some centres not stated)	1.8	14	10	-8	-1	-5	16	2	11
Cc1ccc(Nc2nc(CSc3nnc(-c4cccs4)o3)cs2)cc1	4.8	0	30	3	2	-2	7	3	-3
CCN(CC)c1cnn(C/C(=N\OC)c2ccc(Cl)cc2)c(=O)c1Br	-0.9	-7	34	5	-8	-5	12	-2	12
O=S(=O)(Nc1ccc(-c2cn3c(n2)SCC3)cc1)c1cccs1	-0.6	11	7	-4	-10	-5	-11	-1	5
O=C(CN1C(=O)CSC1=O)Nc1ccc(F)c(F)c1F	-1.1	-24	0	-4	-5	-3	10	2	-21
O=C(c1csc2c1CCCC2)N1CCN(c2ccccc2)CC1	-1.5	8	43	-9	5	-1	8	-3	8
O=C1C(Cl)=C(N2CCCCC2)C(=O)N1Cc1ccccc1	-0.8	17	29	9	2	-4	-11	-2	30
CCOC(=O)CC1CCCCN1Cc1cn(C)nc1-c1ccc2c(c1)OCCO2 (configuration not stated)	-1.7	1	8	1	-1	-3	2	-1	3

Grouped by structure, the compounds so far containing an aryl methoxy group
SMILES	CHOP UPR activ	Mdm2 MdmX PPI	tim23-1 inh	CXCR6 block	EBI2 block	APJ agonist	APJ antag	XBP1 UPR activ	CCR6 antagonist
COc1ccc(Cn2nnnc2C(C(C)C)N(Cc2ccco2)Cc2cccs2)cc1 (configuration not stated)	-0.2	-36	4	10	26	-3	1	-2	27
COc1ccc(CNC(=O)COC(=O)c2[nH]c(C)c(C(C)=O)c2C)cc1OC	-0.9	8	-6	5	7	-4	-7	-1	0
COc1ccc(NC(=O)CSc2nc3ccccc3c(=O)n2C)cc1	0.3	36	5	0	-3	-2	-17	-5	7
COc1ccccc1CC(=O)Nc1cccc(C)n1	-1.0	-4	1	-1	4	-2	11	-1	7
COc1ccccc1NC(=O)N1CCCC(c2nc3c(nnn3Cc3ccc(C)cc3)c(=O)[nH]2)C1 (configuration not stated)	2.4	8	7	-6	-2	-5	-11	0	-7

Only part of the results is shown; the hit share may differ from the screen's.
